Screening data (PubChem BioAssay)
AI-2 QS modul = modulates the Vibrio harveyi AI-2 quorum sensing system; Vibrio harveyi JMH597 AI-2 luminescence/OD600 ratio, 9 h; active compounds read low; strain lacks LuxN and CqsS sensors; 0 = neutral-control median; activity change, % at 7.5 µM; 300,000 tested, 0.4% active; AID 2094; in the data active means activity change below about -75%, passing the limit was not always enough; inconclusive means no clear call, values can overlap the other calls;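 further: luminescence divided by OD600 gain over 9 h not by final OD600 alone; inactives centre near 13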
GSK3A inh = human GSK-3 alpha kinase inhibition; AID 2650; 320,000 tested, 0.1% active; inhibition, % at 10 µM; ADP-Glo luminescence, 60 min;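 in the data active means inhibition above about 50%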;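 further: GST-tagged GSK-3 alpha with peptide substrate and 25 µM ATP; 0% = DMSO neutral wells and 100% = GW8510 positive control wells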
Target sequence (P49840 whole entry, looked up): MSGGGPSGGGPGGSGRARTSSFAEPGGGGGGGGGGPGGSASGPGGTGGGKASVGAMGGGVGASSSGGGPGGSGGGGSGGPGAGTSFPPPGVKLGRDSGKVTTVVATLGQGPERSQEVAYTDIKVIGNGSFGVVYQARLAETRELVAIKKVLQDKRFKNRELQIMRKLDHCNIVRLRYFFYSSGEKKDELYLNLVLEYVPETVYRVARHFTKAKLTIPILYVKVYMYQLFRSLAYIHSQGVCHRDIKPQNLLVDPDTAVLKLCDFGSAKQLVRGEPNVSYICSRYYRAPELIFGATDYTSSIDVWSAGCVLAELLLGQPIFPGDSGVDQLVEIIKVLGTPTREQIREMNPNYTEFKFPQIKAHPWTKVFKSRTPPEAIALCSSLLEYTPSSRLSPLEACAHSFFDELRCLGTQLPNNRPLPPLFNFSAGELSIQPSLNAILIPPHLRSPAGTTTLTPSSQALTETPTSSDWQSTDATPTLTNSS
HIF act = HIF pathway transcriptional activation | U2OS HRE-luciferase reporter, luminescence; normalized: DMSO 0%, desferrioxamine 100% | activation, % at 7.5 µM (by protocol) | 300,000 tested, 0.32% active;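 active means mean activation of at least 10% of the iron chelator positive control signal, with at least half of replicates also reaching 10%; inconclusive means mean and replicate majority disagree about reaching 10%; inactive means mean and most replicates under 10%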
KLF5 inh = suppresses KLF5 promoter-driven expression. 290,000 tested, 0.23% active. DLD-1 KLF5 promoter-luciferase reporter, luminescence. inhibition, % at 5 µM;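 active means inhibition above a per-plate limit of that plate's mean compound inhibition plus 3 SD, cut at about 60% in these data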;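 further: 0% = DMSO wells and 100% = LY294002 at 200 µM; higher means less KLF5 promoter-driven luciferase light; inactives centre near -14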
IEC-6 tox = counter-screen for KLF5 inhibitors: cytotoxicity in IEC-6 cells; IEC-6 cytotoxicity, luminescence viability; inhibition, % at 5 µM; 290,000 tested, 0.78% active; AID 1825; in the data active means inhibition above about 22%;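 further: 0% = plate median of test compound wells and 100% = cytotoxic reference compound wells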
HSF1 inh = HSF1 inhibition; 300,000 tested, 0.77% active; NIH3T3-HGL HSE-luciferase, MG132-induced, luminescence 8 h; active compounds read low; activity change, negative = inhibition, % at 7.5 µM (by protocol);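 active means more than half of replicate wells show activity change below -50%, luminescence cut by over half; inconclusive means some wells, but at most half, below -50%; inactive means no replicate well below -50%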;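 further: luciferase reports HSF-1 transcriptional activity via heat shock element; 0% = median of DMSO wells and -100% = zero luminescence signal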
HSF-1 act = increases HSF-1 driven luciferase reporter signal | NIH3T3-HGL HSF-1 luciferase reporter, MG132, 8 h; 100% = twice DMSO control signal | activation, % at 9 µM | 300,000 tested, 1.7% active | AID 504408;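 active means mean replicate activation of at least 50% with a set share of replicates each reaching 50%; inconclusive means only one of those two conditions met; inactive means mean below 50% and too few replicates reaching it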;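 further: 0% = median of the neutral control wells and 100% = twice that signal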
aSyn 5UTR inh = MLPCN primary screen, SNCA 5' untranslated region. alpha-synuclein 5'UTR reporter, inhibitor activity. inhibition, % (tested at 7.5 µM). 300,000 tested, 0.82% active; in the data active means inhibition above about 60%; inconclusive means no clear call, values can overlap the other calls;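 further: H4 neuroglioblastoma cells stably carrying SNCA 5'UTR luciferase fusion; 0% = DMSO wells and 100% = positive control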
HSP90 refold inh = inhibitors of HSP90 luciferase refolding in rabbit reticulocyte lysate; luciferase refolding luminescence, 3 h; inhibition, % at 5.6 µM; 290,000 tested, 0.91% active; AID 1789;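 active means inhibition above the screen-wide mean plus 3 SD, computed separately per campaign, cut at about 16% in these data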;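 further: 0% = DMSO wells and 100% = 60 µM geldanamycin wells; inhibitors lower the luminescence because luciferase stays unfolded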
GSK3beta inhib = blocks human GSK3beta kinase activity; P49841; GST-GSK3beta kinase, ADP-Glo luminescence, 60 min; active compounds read low; activity score (negative = inhibition), % at 10 µM; 300,000 tested, 0.038% active; AID 2097;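 active means more than half of replicate wells score below -50%, meaning over 50% inhibition versus plate controls; inconclusive means some replicates but at most half score below -50%; inactive means no replicate scores below -50%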;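 further: 0% = median DMSO wells and -100% = median GW8510 positive control wells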
Target sequence (P49841 whole entry, looked up): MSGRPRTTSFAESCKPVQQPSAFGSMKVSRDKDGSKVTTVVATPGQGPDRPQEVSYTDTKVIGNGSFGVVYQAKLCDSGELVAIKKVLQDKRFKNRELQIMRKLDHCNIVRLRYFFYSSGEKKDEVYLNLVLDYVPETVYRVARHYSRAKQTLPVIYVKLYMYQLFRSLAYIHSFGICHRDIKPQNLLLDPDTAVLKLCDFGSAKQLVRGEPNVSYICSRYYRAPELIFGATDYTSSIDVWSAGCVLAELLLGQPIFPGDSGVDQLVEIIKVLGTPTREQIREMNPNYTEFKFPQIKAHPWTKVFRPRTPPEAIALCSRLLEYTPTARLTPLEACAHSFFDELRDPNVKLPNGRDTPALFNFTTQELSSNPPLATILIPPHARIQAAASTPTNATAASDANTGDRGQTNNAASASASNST
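Assay system: GST-tagged human GSK3beta kinase, cell-free; Input: 1.6 ng GSK3beta; Medium: Tris/MgCl2 kinase buffer; Timing: 60 min enzyme reaction, room temperature; Signal: ADP-Glo luminescence quantifying ADP generated by kinase; Evaluation: score relative to plate controls; Benchmarks: DMSO neutral wells and GW8510 at 20 µM as positive.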
* hit, by the source's call; ? = inconclusive; / = not tested or not shown.

SMILES,AI-2 QS modul,aSyn 5UTR inh,IEC-6 tox,HIF act,GSK3A inh,HSF1 inh,KLF5 inh,HSP90 refold inh,HSF-1 act,GSK3beta inhib
COc1ccc(CCNCC(=O)N2C(C)CCCC2C)cc1OC (centres undefined),14,9,2,-0.3,7,/,-7,3,/,-4
O=C(CN1C(=O)S/C(=C\c2ccccc2F)C1=O)NCCCn1ccnc1,8,5,-5,0.4,-1,-5,-28,1,13,4
O=C1CCN(Cc2ccc(O)cc2)CCN1[C@H](CO)c1ccccc1,-5,11,0,0.1,0,0,-7,-5,-2,-1
C#Cc1ccc([C@@H]2C=C(C(=O)O)O[C@H](OCCCCO)C2)cc1,7,28,2,-2.2,0,4,-35,12,8,0
COc1ccccc1N1CCN(C(c2ccccc2Cl)c2nnnn2C(C)(C)C)CC1 (centres undefined),/,/,-4,/,0,/,-38,-2,/,/
CCOC(=O)C1CCCN(Cc2nc(N)nc(Nc3ccccc3OC)n2)C1 (centres undefined),6,5,1,-0.3,0,6,4,-4,10,2
CCCSC1=C(C#N)C(c2ccc(Cl)cc2Cl)CC(=O)N1 (centres undefined),-2,17,2,-0.2,0,2,-7,6,5,1
Cc1ccc(N(CC(=O)N/N=C/c2cccnc2)S(=O)(=O)c2ccccc2)cc1,0,19,5,0.5,-2,4,-17,8,10,-1
NNC(=O)COc1ccc(F)cc1,10,-8,0,0.0,-42,-3,15,1,-7,2
COc1cccc(C(=O)OCCCN(C)C)c1,6,-6,4,0.4,-1,7,-4,0,14,4
CC1CC(C)CN(C(=O)Cn2c(=O)n(CCCCC(=O)NC3CCCC3)c(=O)c3ccccc32)C1 (centres undefined),7,-5,1,0.1,2,11,-3,-1,32,-3
O=C(CSc1ccccc1)N1CCN(S(=O)(=O)c2ccccc2)CC1,24,-10,4,0.3,1,3,-18,0,1,1
O=C(Nc1nnc(S(=O)(=O)Cc2ccc(F)cc2)s1)c1ccccc1F,24,-7,6,0.1,-3,4,-12,-2,28,6
Cc1cccc2cc(CN(CCCO)C(=O)Nc3ccccc3Cl)c(=O)[nH]c12,-5,20,5,0.2,-1,-4,-6,1,-13,-8
COc1ccc(OC)c(NC(=O)CN2C(=O)c3ccccc3S2(=O)=O)c1,22,12,5,-0.1,-1,/,-20,5,/,-2

Further structures
SMILES,AI-2 QS modul,aSyn 5UTR inh,IEC-6 tox,HIF act,GSK3A inh,HSF1 inh,KLF5 inh,HSP90 refold inh,HSF-1 act,GSK3beta inhib
CC(=O)c1c[nH]c(C(=O)NCC2CCCO2)c1 (centres undefined),20,-11,2,0.1,/,-1,-17,-1,17,1
Cc1ccccc1NC(=O)c1c(C)[nH]c(=S)c(C#N)c1-c1ccc(Cl)cc1,12,-1,-5,0.2,2,0,-38,-2,6,-2
Cc1ccc(S(=O)(=O)N2CCC(C(N)=O)CC2)c(C)c1C,1,12,3,-0.5,4,-4,-4,3,6,-3
O=C(NCCC1CCCCN1S(=O)(=O)c1ccc(Cl)cc1)C(=O)NCc1cccnc1 (centres undefined),18,17,/,-9.5,0,1,/,/,3,1
CCOCCCNC(=O)CCCOc1ccccc1,32,-4,-7,0.1,0,2,5,-2,2,-4
Cc1ccccc1S(=O)(=O)Cc1ccc(C(=O)N2CCN(c3ncccn3)CC2)o1,13,4,4,0.1,3,2,16,5,8,0
O=C(c1ccccc1F)N1CCN(Cc2ccccc2F)CC1,10,8,9,-0.3,-1,-1,1,-3,-26,-1
CC1CC(C)CN(c2ccc(C(=O)OCC(=O)NC3CCCc4ccccc43)cc2[N+](=O)[O-])C1 (centres undefined),4,2,-2,0.1,6,-3,-45,2,11,2
CCOc1ccc(NC(=O)CCC(=O)c2ccc(OC)cc2)cc1,28,0,-1,-2.5,-3,-2,-14,-3,1,0
Cc1cc(-c2cc(N)n(-c3ccccc3)n2)c(C)n1C1CCCC1,8,-36,1,-0.1,-3,0,-12,5,7,2
Cc1ccc(Cn2cccc(NS(C)(=O)=O)c2=O)cc1,10,-9,0,1.5,/,-10,-54,0,16,-5
O=C1CCCC(O)=C1C=Nc1cccc(C(F)(F)F)c1,26,0,0,714*,2,36,-18,2,?,1
C=CCSc1nnc(NC(=O)c2nc(SCC)ncc2Cl)s1,23,9,0,-0.5,-2,-2,-10,3,-3,2
Cc1ccc(C(=O)NCc2ccc(F)cc2)cc1NC1=NC2CS(=O)(=O)CC2S1 (centres undefined),5,10,-2,-0.2,0,-1,-26,-1,2,2
CCC(=O)Nc1c(C)ccc2nsnc12,13,9,1,-0.3,-2,-3,-25,3,-10,-5

Additional entries
SMILES,AI-2 QS modul,aSyn 5UTR inh,IEC-6 tox,HIF act,GSK3A inh,HSF1 inh,KLF5 inh,HSP90 refold inh,HSF-1 act,GSK3beta inhib
Cc1nc(NC(=O)c2c(-c3ccccc3)noc2C)sc1C(=O)N(C)C,29,/,-1,/,/,/,-31,-2,/,1
Cc1cccc2cc3c(nc12)SC(=NCC1CCCO1)N(Cc1ccco1)C3 (centres undefined),1,19,88*,1.2,0,166,9,9,190*,0
CCOc1ccc(N2C(=O)CC(N3CC(C)OC(C)C3)C2=O)cc1 (centres undefined),5,17,3,0.8,5,-8,10,8,0,2
CCc1ccc(CNC(=O)c2ccc(OC3CCN(C(C)=O)CC3)c(OC)c2)nc1,30,5,-1,-0.9,-1,-2,-21,-4,-3,-1
O=C(NC(=S)N1CCN(c2ccc(F)cc2)CC1)c1cccs1,20,12,-2,2.2,-1,38,-10,-1,103*,4
CCCCCOC(=O)C1=C(C)NC(=O)NC1c1ccc([N+](=O)[O-])cc1 (centres undefined),-15,1,1,-2.6,-1,37,-24,-1,63*,2
c1ccc2c(-n3cnnn3)cccc2c1,8,13,1,-0.7,0,-14,-2,-2,-15,2
CC1(C)CC(=O)c2cnc(NC(=O)CSC(=S)N3CCCCC3)nc2C1,25,-3,-2,0.1,1,-2,4,3,2,1
Cc1ccc(Oc2ncccc2NC(=O)CCCC(=O)O)c2c1CCC2,26,-7,-4,-0.3,2,3,-8,-4,12,3
Fc1ccc(NC(=S)N/N=C/c2cccc(Br)c2)c(F)c1,-14,-12,2,1.7,0,23,-42,4,38,0
COCCNC(=O)c1ccccc1NC(=O)c1ccc(OC)c(OC)c1,13,17,-3,-0.1,-1,0,-37,5,-5,1
COCCn1c(SCc2ccccc2Cl)nc2c1c(=O)[nH]c(=O)n2C,-3,33,-1,-0.6,5,10,6,2,6,-4
O=C(NCc1ccccn1)C1Nc2ccc(OC(F)(F)F)cc2C2C=CCC12 (centres undefined),25,-12,/,-7.5,-1,-5,/,/,20,0
O=C(CCCN=C1NS(=O)(=O)c2ccccc21)OCc1ccc(F)cc1,12,21,/,-0.1,-2,2,/,/,28,2
O=C(O)c1ccc(-n2c(=O)c3ccccc3c3ccccc3c2=O)cc1,26,-11,2,-0.2,-5,4,7,4,13,1

(continued)
SMILES,AI-2 QS modul,aSyn 5UTR inh,IEC-6 tox,HIF act,GSK3A inh,HSF1 inh,KLF5 inh,HSP90 refold inh,HSF-1 act,GSK3beta inhib
CC1=NN(C(C#N)c2ccc(F)cc2)C(c2ccccc2)C1 (centres undefined),4,3,-5,0.5,7,-4,-18,-2,-6,4
O=C(NCc1cccs1)c1ccc(S(=O)(=O)N2CCCCC2)cc1,34,9,-6,-0.8,-6,16,-27,-1,?,6
O=C(Nc1ccccc1)Nc1ccccc1C(=O)NCCCN1CCOCC1,13,23,-8,0.1,6,-6,-21,-2,-4,0
CCOC(=O)c1ccc(Nc2nnc(C(C)(C)C)c(=O)[nH]2)cc1,21,-4,1,1.7,/,-2,-13,4,-1,-4
Cc1cccc(CCNC(=O)CCc2nnc(CCc3ccccc3)o2)n1,21,-11,-2,0.3,-2,-2,-24,4,9,-6
CCCC(=O)N(C1CC(C)C(C#N)(C#N)C1(C#N)C#N)N(C)C (centres undefined),39,-11,9,-4.7,0,?,11,5,-53,0
CCCCc1cc(=O)oc2cc(OCC(=O)N[C@@H](Cc3ccccc3)C(=O)O)ccc12,23,14,-1,0.1,-1,-3,-3,1,-9,0
CCCC(=O)c1ccc2c(c1)OCCO2,7,-23,2,0.2,1,2,-5,8,29,1
O=C(C1CC(c2ccc(F)cc2)=NO1)N1CCN(c2ccccc2)CC1 (centres undefined),15,-2,-2,0.2,-2,-4,-11,0,-22,-1
O=C(CCC(=O)N1CCN(c2ccccc2F)CC1)N1CCN(c2ccc(F)cc2)CC1,16,15,-5,2.4,0,-5,-27,-2,-7,-2
CN1CCCC1CCNS(=O)(=O)c1ccc(Br)cc1 (centres undefined),6,15,7,-0.3,0,4,11,3,-16,-2
Cc1nc(CSc2ccc(Cl)cc2)cc(NCc2ccccc2)n1,1,-18,-1,-0.1,-4,13,-28,3,25,0
CCCc1nnc(NC(=O)C2CC(=O)N(C3CCCC3)C2)s1 (centres undefined),16,-14,-1,0.1,-2,-2,-6,-4,-6,-2
CCCCCC1CCC(C(=O)NNC(=S)NCC)CC1 (centres undefined),2,-16,1,-1.2,-1,2,-17,2,27,-1
Cn1c(Oc2ccc(Cl)cc2)c(C=O)c2ccccc21,4,8,8,0.1,0,-10,21,3,-6,-2

(next part)
SMILES,AI-2 QS modul,aSyn 5UTR inh,IEC-6 tox,HIF act,GSK3A inh,HSF1 inh,KLF5 inh,HSP90 refold inh,HSF-1 act,GSK3beta inhib
CC(=O)c1cccc(NC(=S)NCCC2=CCCCC2)c1,3,-16,4,0.6,25,2,8,1,11,-5
O=S(=O)(NC1CCCCCCC1)c1cccs1,7,10,2,-0.7,-2,1,-5,1,0,-3
CCCc1nnc(NC(=O)C(CC)OC(=O)c2cc(C)nc3ccccc23)s1 (centres undefined),12,-7,-5,-0.1,-3,3,14,-2,-1,0
COc1ccc(-c2nc(CNS(=O)(=O)c3ccc(OC)c(OC)c3)cs2)cc1,8,-17,6,-0.3,-2,-63*,-25,1,-70,0
CCc1nn(CCCC(=O)Nc2ccc(C)cc2C)c(=O)c2cc3occc3n12,20,9,-5,-0.5,-1,-1,-8,-7,0,2
Cc1ccc(N2C(=O)CCC(C(=O)O)C2c2cccs2)cc1 (centres undefined),18,-3,7,-7.7,-1,-8,5,-2,-12,-1
O=C(C1CCCN1S(=O)(=O)c1cccc2nsnc12)N1CCCCC1 (centres undefined),-3,-4,5,-0.2,1,3,-7,3,1,2
CN(C)CC(=O)c1c[nH]c2ccccc12,2,4,1,1.1,-3,-4,-27,1,-15,4
CC(=O)NCCn1c(SCC(=O)NCCc2ccc(S(N)(=O)=O)cc2)nc2ccccc2c1=O,4,2,-4,-0.7,-2,0,4,0,9,0
Cc1ccc(Cl)cc1NC(=O)Cn1cccc1,2,42,0,-0.4,-2,2,-11,3,4,-3
Cc1ncoc1C(=O)Nc1ccc2c(c1)OCCO2,13,-63,3,0.3,2,-23,-100,7,-20,-9
